Screening results (PubChem BioAssay)
PERK inh: human PERK inhibition, primary cell-based screen | inhibition, % at 5.6 µM | AID 1416 | 220,000 compounds, 0.17% hits | Q9NZJ5 | CHO PERK-DD fusion, SEAP luminescence translation reporter;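 active = inhibition above the mean inhibition of all tested compounds plus 3 SD, set separately per screening campaign, cut at about 2.9% in these data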;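 note: PERK kinase domain activated by AP20187 dimerizer at 100 nM; 0% = DMSO with dimerizer and 100% = rapamycin at 8.4 µM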
Runt-CBFb FRET: blocks binding of human RUNX1 Runt domain to CBFb | Cerulean-Runt/Venus-CBFb FRET ratio 530/480, 1 h | AID 1496 | 220,000 compounds, 0.46% hits | inhibition, % at 20 µM;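 active = inhibition over about 50% at 20 µM in the single-dose screen, limit read from the data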;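 note: 0% = DMSO wells and 100% = excess unlabeled CBFb competitor control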
Target sequence (Q01196 whole entry, looked up, the tested form may be a part): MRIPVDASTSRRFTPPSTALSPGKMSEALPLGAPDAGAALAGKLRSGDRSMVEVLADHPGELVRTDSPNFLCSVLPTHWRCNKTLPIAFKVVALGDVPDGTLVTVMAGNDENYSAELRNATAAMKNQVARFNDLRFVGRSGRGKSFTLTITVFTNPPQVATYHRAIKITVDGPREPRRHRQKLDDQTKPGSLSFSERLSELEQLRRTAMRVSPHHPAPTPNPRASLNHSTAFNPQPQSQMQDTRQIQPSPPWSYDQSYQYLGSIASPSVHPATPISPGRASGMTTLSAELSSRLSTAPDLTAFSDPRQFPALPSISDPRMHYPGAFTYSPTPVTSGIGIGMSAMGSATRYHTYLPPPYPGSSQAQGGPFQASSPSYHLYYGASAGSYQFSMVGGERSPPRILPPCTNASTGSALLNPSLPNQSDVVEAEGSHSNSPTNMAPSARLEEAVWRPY
Target sequence (Q13951 whole entry, looked up, the tested form may be a part): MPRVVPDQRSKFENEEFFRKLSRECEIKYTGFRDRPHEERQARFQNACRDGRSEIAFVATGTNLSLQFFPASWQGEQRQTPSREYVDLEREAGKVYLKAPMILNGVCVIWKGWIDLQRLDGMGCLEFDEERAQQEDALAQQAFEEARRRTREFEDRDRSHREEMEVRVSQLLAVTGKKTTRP
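Reagent – Venus-CBFb binding partner, 100 nM · Assay system – Cerulean-tagged RUNX1 Runt domain (FRET donor) fusion protein · Input – 100 nM per protein · Incubation – two 1 h room-temperature incubations shielded from light · Measured by – FRET fluorescence · Medium – Tris buffer pH 7.5 with salts and BSA · Benchmarks – unlabeled CBFb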
Hck Nef HTS: human Hck-Nef kinase inhibition; inhibition, % at 20 µM; P08631; Recombinant Hck-YEEI plus Nef, Z-Lyte FRET kinase assay; 220,000 compounds, 0.68% hits; AID 463187;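 active = Hck-Nef kinase inhibition above about 50%, limit read from the data; inactive = inhibition below that limit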;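 note: 0% = DMSO with Hck plus Nef and 100% = Hck alone without Nef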
zVAD death inh: L929 zVAD cell death inhibition | L929 zVAD necroptosis rescue, ATP luminescence, 24 h; with zVAD 60 µM | viability rescue, % at 10 µM | 220,000 compounds, 0.38% hits;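 active = activation, scaled between plate controls, above about 75%, limit read from the data; inactive = activation under that limit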;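 note: 0% = zVAD with DMSO and 100% = DMSO alone without zVAD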
EP2 mod: modulates human prostaglandin E2 receptor EP2 signaling. AID 940. P43116. EP2-expressing cells, cAMP HTRF FRET, PGE2 co-stimulation. induction, % at 25 µM. 260,000 compounds, 0.83% hits;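 active = compounds whose cAMP rise, as percent of the full-agonist control response, exceeds 60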;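 note: rat C6 glioma line stably carrying human EP2 under a CMV promoter; the protocol text gives 20 µM as final concentration; 100% = response of wells given 1 µM PGE2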
PGE2 EP2 inh: inhibitors of human EP2 prostaglandin E2 receptor; P43116; C6 glioma cells expressing human EP2, cAMP TR-FRET; cells stimulated with saturating PGE2; inhibition, % at 25 µM; 260,000 compounds, 0.52% hits; AID 1422;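 active = percent inhibition above 40 after rounding to a whole number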;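 note: rat C6 glioma host cells with rolipram phosphodiesterase inhibitor present; the protocol text gives 20 µM as final concentration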
TNF death inh: inhibitors of TNF-alpha induced necroptosis in Jurkat FADD-/- cells; activation (protection from cell death), % at 10 µM; Jurkat FADD-/- TNF necroptosis rescue, ATP luminescence, 24 h; 0 = TNF only, 100 = no-TNF cells; AID 463075; 220,000 compounds, 0.068% hits;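 active = activation, meaning protection from cell death, of at least 50% relative to plate controls; inactive = activation below 50%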;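 note: necroptosis triggered by 40 ng/mL TNF-alpha added together with compound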
Runt-SMMHC FRET: Runt domain-CBFb-SMMHC interaction inhibition | Q01196+Q13951 | Cerulean-Runt/Venus-CBFb-SMMHC FRET ratio 530/480, 1 h | inhibition, % at 20 µM | 220,000 compounds, 0.74% hits | AID 1434;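 active = mean inhibition across duplicate retests at 20 µM reaching about 50%, limit read from the data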;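 note: 0% = DMSO wells and 100% = wells with excess untagged CBFb-SMMHC; inhibitors lower the FRET ratio by blocking Runt binding to CBFb-SMMHC; some results filed as inactive read as strong as hits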
RBBP9 inh: blocks human serine hydrolase RBBP9. O75884. recombinant RBBP9, FP-Rh probe fluorescence polarization. inhibition, % at 7.94 µM. 220,000 compounds, 0.2% hits. AID 1515;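 active = inhibition above the campaign mean of all tested compounds plus 3 SD, cut at about 14% in these data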;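 note: plate controls were DMSO wells with RBBP9 for no effect and wells lacking RBBP9 protein for full effect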
Target sequence (O75884 whole entry, looked up): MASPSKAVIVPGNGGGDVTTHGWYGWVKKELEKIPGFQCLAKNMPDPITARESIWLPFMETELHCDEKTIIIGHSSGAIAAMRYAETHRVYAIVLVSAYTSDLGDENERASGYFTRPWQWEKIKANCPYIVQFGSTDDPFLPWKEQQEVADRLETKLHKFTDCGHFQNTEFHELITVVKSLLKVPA
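Test system: recombinant human RBBP9. Quantity: 2.5 µM RBBP9 dispensing solution, before mixing. Detection: FP readout at 525/598 nm. Reagent: Serine-hydrolase probe FP-Rh, 375 nM pre-mixing. Measure: % inhibition. Control set: DMSO-treated enzyme wells and wells lacking RBBP9. Buffer or medium: Tris-NaCl-Pluronic buffer, pH 8.0. Times: preincubation 30 min plus labeling 45 min at 25 °C.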
* marks the source's active call; other numbers are inactive results; / = no result given; & = joins results of further samples. This is a subset; rates above refer to the full screens.

SMILES	PERK inh	Runt-CBFb FRET	Hck Nef HTS	zVAD death inh	EP2 mod	PGE2 EP2 inh	TNF death inh	Runt-SMMHC FRET	RBBP9 inh
Cc1sc2nc(CN3CCCC3)nc(N3CCN(C(=O)c4ccco4)CC3)c2c1C	-0.3	-12	10	-0.2	-26	8	-1.0	-7	-7
OC(CNCc1ccc(Cl)cc1)(c1ccccc1)c1ccc(F)cc1 (stereo not drawn)	-0.3	0	17	7.2	34	3	1.8	2	-12
CN1C(=O)C(C(=O)Nc2ccccc2F)c2ccccc21 (stereo not drawn)	0.6	-2	6	0.6	-7	8	0.0	-1	0
Cc1cccc(C)c1NC(=S)N1CCCN(C)CC1	0.3	-1	12	4.0	8	4	0.6	1	-10
COCCNC(=O)c1ccccc1NC(=O)COc1ccccc1	0.0	1	8	-0.5	-3	6	0.4	-4	14
COC(=O)c1cc(=O)nc2sccn12	-1.0	0	0	0.0	34	12	-0.2	-5	0
COC(=O)C(=O)Nc1nnc(COc2ccccc2)s1	0.3	/	1	0.0	14	12	-1.2	-1	-6
Cc1cc(C(=O)COC(=O)c2ccc3c(c2)OCO3)c(C)n1CC1CCCO1 (stereo not drawn)	0.3	1	23	9.6	-21	6	0.2	0	4
O=C(CCCn1c(=S)[nH]c2ccccc2c1=O)N1CCCCC1	0.0	0	1	-0.1	-18	5	-0.1	0	0
Cc1nc(NCc2cccnc2)c2c3c(sc2n1)CC(C)CC3 (stereo not drawn)	-0.4	-4	24	1.2	-8	3	1.2	7	-8
CC(=O)Nc1ccc(NC(=O)COc2ccc([N+](=O)[O-])cc2)cc1	1.7	-1	22	-1.0	-48	8	0.3	0	4
COC(=O)[C@H](CCSC)NS(=O)(=O)c1ccccc1Br	/	0	25	-0.5	-12	6	-0.2	-1	/
CCc1ccc(NC(=O)CSC2=C(C#N)C(c3ccco3)C3=C(CCCC3=O)N2)cc1 (stereo not drawn)	-0.3	0	4	1.5	-17	8	0.2	6	-2
COc1ccc(/C=N/NC(=O)Cn2ccnc2C)cc1OC	0.4	-1	4	0.8	-3	5	2.1	2	0
Cc1nsc(Nc2ccc([N+](=O)[O-])cc2)c1C#N	0.9	-1	23	-0.9	-44	10	-1.2	0	7
CCN(CC)S(=O)(=O)c1cccc(-c2nnc(SCC(=O)N3CCC(C(=O)O)CC3)n2N)c1	1.0	0	22	3.5	-5	3	0.4	26	-6
C=CCc1ccc(OCCN2CCc3ccccc3C2)c(OC)c1	0.2	1	2	0.4	24	7	0.6	-2	-6
CCCOc1ccc(-c2cc(C(F)(F)F)c(C#N)c(SCC(=O)O)n2)cc1	2.3	-10	0	0.9	-8	7	0.6	0	-6
O=C(NNC(=O)c1ccc2nonc2c1)Nc1ccc(Cl)cc1	0.7	1	27	2.2	-27	15	3.9	-3	-6
Cn1cccc1C(=O)C(=O)Nc1cc(Cl)cc(Cl)c1	1.1	0	-2	0.2	10	17	-3.1	-1	-7
Cc1cccc(C)c1N(CC(=O)Nc1cccc(N(C)S(C)(=O)=O)c1)S(C)(=O)=O	0.5	1	2	-0.3	-16	11	-2.2	3	1
Clc1ccc(Nc2nc3cccnc3s2)cc1	0.4	-2	19	3.8	5	5	3.1	-3	-3
CCCCC(=O)Nc1sc2c(c1-c1nc3ccccc3s1)CCN(C(C)=O)C2	0.1	2	66*	1.2	39	8	-1.8	-2	-4
CC1(C)CC[C@]2(C(=O)O)CC[C@]3(C)C(=CCC4[C@@]5(C)CC[C@H](O)C(C)(C)C5CC[C@]43C)C2C1 (stereo partly drawn)	0.1	-3	-1	3.2	34	10	0.3	1	0
CCN(CCO)C(=O)CC(c1ccccc1)c1cc(Br)ccc1O (stereo not drawn)	0.1	-3	10	-0.2	20	13	-1.8	-5	-10
Next section
SMILES	PERK inh	Runt-CBFb FRET	Hck Nef HTS	zVAD death inh	EP2 mod	PGE2 EP2 inh	TNF death inh	Runt-SMMHC FRET	RBBP9 inh
O=C(Nc1ccc(N2CCCC2)c(Cl)c1)c1ccc([N+](=O)[O-])o1	-0.1	-1	9	-0.4	-35&-58	9&28	-12	-2	-7
O=C(Cn1cnc2cc([N+](=O)[O-])ccc2c1=O)NCc1ccc(Cl)cc1	0.6	1	21	1.6	-61	5	4.5	-2	0
COc1ccc(CCNS(=O)(=O)c2ccc3c(c2)OCCO3)cc1	0.8	1	6	-0.2	-29	/	-0.5	2	-1
Cc1ccc(CSC2=NCCN2C(=O)C(C)Oc2ccccc2)cc1 (stereo not drawn)	-0.1	1	-2	15	-10	2	0.1	-1	-9
Cc1ccc2cc(C#N)c(SCc3nnc(-c4ccccc4[N+](=O)[O-])o3)nc2c1	1.2	7	4	0.3	10	9	3.2	-1	-2
Cn1c(O)c(N=Nc2ccc(F)cc2)c2ccccc21	0.0	-13	16	1.0	29	1	-0.8	-23	-7
CC(=O)c1ccc2c3c(cccc13)C(=O)N(CCc1ccccc1)C2=O	-0.1	-7	28	0.8	-8	10	-0.7	-16	-5
CCCCc1nnc(NC(=O)CSc2nc(O)c(-c3ccccc3)c(=O)[nH]2)s1	0.1	0	24	2.6	28	6	-0.6	1	-5
COc1ccc(CCC(C)Nc2cccc(F)c2)cc1 (stereo not drawn)	0.5	2	-1	0.9	6	1	-1.8	5	-8
C=CCNC(=O)/C(=C\C=C\c1ccccc1)NC(=O)c1ccc(OCCCC)cc1	0.0	-2	-2	0.2	7	12	-8.8	0	-15
Cc1ccc(N(C(=O)C2CCC(=O)N2)C2(C(=O)NC3CCCCC3)CCCCC2)cc1 (stereo not drawn)	-0.1	1	0	0.2	33	9	-2.2	1	-6
O=C1NC(=O)c2c(NC(=O)C3CCCO3)cccc21 (stereo not drawn)	0.4	2	6	0.4	47	2	-1.9	-1	-8
O=C1CC(c2ccc(F)cc2)C(n2cncn2)C(O)=C1C1NCCc2ccccc21 (stereo not drawn)	-0.3	2	13	-0.3	17	-1	-1.0	1	-7
COC(=O)C1C(c2ccc(N(C)C)cc2)C(C(=O)OC)S(=O)(=O)CS1(=O)=O (stereo not drawn)	0.4	3	24	1.2	25	4	1.0	1	-4
N#Cc1ccccc1CSc1ccccn1	2.5	-1	2	-0.2	26	7	-2.5	2	-4
CC(=O)Nc1cc(C(=O)OCc2cccc([N+](=O)[O-])c2)ccc1C	-0.1	-1	20	0.4	-25	3	-0.4	3	2
O=C(Nc1ccc(Cl)cc1)c1csc(Cc2ccccc2)n1	0.8	-2	19	4.1	-32	2	0.2	-5	-12
COc1cc(/C=C(\NC(=O)c2ccccc2)C(=O)N2CC3CC(C2)c2cccc(=O)n2C3)cc(OC)c1OC (stereo not drawn)	1.4	-1	19	-0.5	-13	6	0.0	-2	-6
COC(=O)c1ccsc1NC(=O)C1COc2ccccc2O1 (stereo not drawn)	0.3	1	2	0.4	27	7	-1.2	-1	-6
C/C(Cl)=C\Cn1c(=O)c2c(nc3n2CCS3)n(C)c1=O	0.3	-3	-4	0.6	-1	20	1.1	-1	-8
Cc1ccc(OCC(=O)NNC(=S)NCc2ccccc2)cc1	0.4	2	20	-1.2	33	11	-0.4	-1	3
CCOC(=O)Cc1csc(NC(=O)Cn2cnc3c2c(=O)n(C)c(=O)n3C)n1	0.9	1	23	0.8	-15	6	0.2	1	-4
CC(C)(C)C1(c2ccccc2)NC(=O)N(CC(=O)N2CCOCC2)C1=O (stereo not drawn)	-0.5	1	-1	-0.2	25	4	-1.7	0	-7
CCc1ccc(N(CC(=O)Nc2ccc(NC(C)=O)cc2)S(=O)(=O)c2ccccc2)cc1	-1.1	-4	3	-0.3	25	15	-0.5	6	-5
Cn1cccc1CC(=O)N/N=C/c1ccc(Cl)c([N+](=O)[O-])c1	0.8	1	18	1.4	-1	6	3.4	-2	-5
(next part)
SMILES	PERK inh	Runt-CBFb FRET	Hck Nef HTS	zVAD death inh	EP2 mod	PGE2 EP2 inh	TNF death inh	Runt-SMMHC FRET	RBBP9 inh
O=C(O)c1cnn2cc(-c3[nH]ncc3[N+](=O)[O-])cnc12	0.0	2	-1	0.7	8&6	8&8	1.9	-3	0
COc1ccc(S(=O)(=O)/N=C2/NC(=O)/C(=C/c3ccco3)S2)cc1	0.6	11	4	2.2	11	18	0.5	-32	-6
Cc1ccc(OCc2cc(C(=O)Nc3ccccc3)oc2C)cc1	-0.7	0	2	-0.1	-50	25	-2.5	-6	-7
Cc1ccc(F)cc1NC(=O)N1CCN(C2c3ccccc3-c3ccccc32)CC1	1.2	-1	5	1.5	-1	12	4.3	-4	-1
Cc1ccc(N/N=C(\C#N)C(=N)N2CCCCCC2)cc1	1.3	-1	2	5.9	-65	6	1.3	-8	-2
Cc1cccc(C)c1NC(=O)CSc1nnnn1C	2.5	2	2	0.9	-1	-4	-0.1	-2	-7
O=C(Cn1nnc2ccccc21)OCC(=O)c1ccc(F)cc1	-0.1	0	-3	0.4	10	2	0.2	1	-4
CN(Cc1ccc(OC(F)F)cc1)Cc1nc2c(Br)cc(Br)cc2c(=O)[nH]1	0.1	-3	22	0.8	-23	1	1.1	-2	-4
CCc1ccc(C(=O)NNC(=S)Nc2ccc(S(N)(=O)=O)cc2)s1	0.5	4	5	1.6	-10	6	-0.5	0	1
FC(F)Oc1ccccc1NC(=S)Nc1cccc(Cl)c1Cl	1.9	1	-2	-0.8	3	5	0.1	-1	-8
S=c1[nH]nc(C2CCCCC2)n1/N=C/c1ccncc1	0.8	13	-11	2.0	29	6	2.9	8	-7
COc1ccc2oc(=Nc3cccc(F)c3)c(C(N)=O)cc2c1	0.4	-2	-17	2.5	2	18	-1.9	-4	-8
CCN(CC)C(=O)Oc1cc(=O)n2c3c(cccc13)CCC2	-0.7	-1	4	-0.2	0	10	0.3	12	-9
CC(C)(C)NC(=O)CSc1nncn1NCc1c(Cl)cccc1Cl	-0.5	-2	5	-0.8	11	7	-1.6	0	-6
COC(=O)Cc1ccc2c3ccccc3n(C)c2c1	-0.4	-1	-19	-0.5	-18	7	-0.9	0	-6
CN(C(=S)Nc1ccccc1)c1ccccc1	2.3	0	3	-0.2	8	13	0.3	2	-2
CCOc1ccc2nc3ccc4[nH]onc4c3c2c1	0.8	/	4	4.8	/	8	0.1	/	-56
CCN(C(=O)CSc1nncs1)c1c(N)n(Cc2ccccc2)c(=O)[nH]c1=O	1.8	-3	0	-0.1	4	2	-1.1	2	2
COc1ccc(CCNC(=O)COC(=O)COc2ccc(C#N)cc2)cc1	0.9	-1	19	1.6	23	20	0.5	1	-1
